Assay outcomes: PubChem BioAssay, National Center for Advancing Translational Sciences (NCATS)
Pf growth 48h: Primary qHTS for delayed death inhibitors of the malarial parasite plastid, 48 hour incubation | 310,000 compounds, 5.9% hits | AID 504832, 2011 | P. falciparum luciferase growth in erythrocytes, 48 h | Potency, µM (series often up to 28.7 µM), inactives show at the highest dose activity change, negative = inhibition, hits mostly inhibitors; further: potency means the concentration at half of the fitted maximal effect; on the % scale 0 is the no-effect control and ±100 the full control effect
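Luminescence readout; reporter = integrated firefly luciferase in P. falciparum. RBC culture at 2% hematocrit, 0.1% parasitemia final, 37 C/5% CO2; decreased signal taken as growth inhibition.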
Cycloheximide cs: Cycloheximide Counterscreen for Small Molecule Inhibitors of Shiga Toxin; 300,000 compounds, 12% hits; cell reporter, cycloheximide protein synthesis inhibition counterscreen; max response, %; AID 2314, 2010; in the data active means max response mostly above about 13%, no sharp cut-off; inactive means mostly below about 14%; further: read at 38.3 µM for the half of the compounds with a filed dose; 0% is about no effect
Pf growth 96h: Primary qHTS for delayed death inhibitors of the malarial parasite plastid, 96 hour incubation | Potency, µM (highest dose often 28.7 µM), inactives show top-dose activity change, negative = inhibition, usual class: inhibitors | 320,000 compounds, 6.9% hits | P. falciparum luciferase reporter growth, 96 h; further: potency means the concentration at half of the fitted maximal effect; on the % scale 0 is the no-effect control and ±100 the full control effect
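Infected RBCs, 2% Hct / 0.05% parasitemia final; luciferase-reporter P. falciparum; cpd 96 h, 37 C, 5% CO2; luciferase detection reagent; luminescence.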
AMA1 RON2 block: qHTS for Inhibitors of AMA1-RON; Towards Development of Antimalarial Drug Lead: Primary Screen | AlphaScreen AMA1-biotinylated RON2 peptide binding | Potency, µM (highest dose often 58.2 µM), inactives show at the highest dose activity change, negative = inhibition, hits mostly inhibitors | 360,000 compounds, 0.2% hits | AID 720542, 2013;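 further: potency means the concentration at half of the fitted maximal effect; 0% = vehicle wells and -100% = peptide control; nearly all actives have a fitted effect of over 45% in size; some results filed as inactive show a strong effect at the top dose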
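AMA1 (3D7) with his tag at 25 nM final met compounds first, then biotinylated RON2 peptide at 25 nM; detection used donor plus acceptor beads, 10 µg/mL apiece, read by AlphaScreen after 30 min at room temperature.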
LmPK inh: qHTS Assay for Inhibitors of Leishmania Mexicana Pyruvate Kinase (LmPK). Q27686. purified LmPK, Kinase-Glo ATP luminescence, 1 h. Potency, µM (top dose mostly 57.5 µM), for inactives: at the highest dose activity change, negative = inhibition, most hits filed as inhibitors. 290,000 compounds, 0.37% hits. AID 1721, 2009; further: potency means the concentration at half of the fitted maximal effect; on the % scale 0 is the no-effect control and ±100 the full control effect
Target sequence (Q27686 whole entry, looked up): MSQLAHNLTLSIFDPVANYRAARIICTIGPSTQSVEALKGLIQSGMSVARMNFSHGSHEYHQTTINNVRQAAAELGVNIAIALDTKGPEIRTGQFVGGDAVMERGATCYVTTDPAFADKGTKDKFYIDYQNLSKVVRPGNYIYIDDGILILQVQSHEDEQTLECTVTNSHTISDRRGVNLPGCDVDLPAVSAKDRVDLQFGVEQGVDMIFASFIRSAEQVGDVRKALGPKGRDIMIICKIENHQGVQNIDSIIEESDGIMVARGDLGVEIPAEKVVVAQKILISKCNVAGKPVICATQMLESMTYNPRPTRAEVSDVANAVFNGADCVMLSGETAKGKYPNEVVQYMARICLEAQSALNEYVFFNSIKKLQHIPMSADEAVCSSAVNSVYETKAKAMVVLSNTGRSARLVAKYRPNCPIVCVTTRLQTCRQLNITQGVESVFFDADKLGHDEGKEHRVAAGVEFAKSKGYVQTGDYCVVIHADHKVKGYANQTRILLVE
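Pyruvate kinase activity monitored as ATP production (luciferase luminescence). Conditions: 0.1 nM enzyme, 0.5 mM PEP, 0.1 mM ADP, 1 h, RT; normalized against uninhibited and no-enzyme wells.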
Tb PYK inh: qHTS of Trypanosoma Brucei Inhibitors; Potency, µM (doses to about 76.8 µM), for the others: top-dose activity, negative = inhibition, hits mostly inhibitors; TbPYK enzyme, Kinase-Glo Plus ATP luminescence, 45 min; 410,000 compounds, 0.12% hits; pyruvate kinase (Trypanosoma brucei), Q57TT1; AID 624173, 2012; further: potency means the concentration at half of the fitted maximal effect; on the % scale 0 is the no-effect control and ±100 the full control effect; nearly all actives have a fitted effect of over 50% in size
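Screened from lowest to highest concentration, compounds were pinned into TbPYK/substrate mixtures, and ADP (130 uM final) was added. Plates sat at room temperature for 45 min prior to Kinase-Glo Plus detection by luminescence.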
Shiga toxin inh: A qHTS for Small Molecule Inhibitors of Shiga Toxin. Vero cells, Shiga toxin protein synthesis inhibition reporter. inhibition, % at 38.7 µM. 290,000 compounds, 9.2% hits. AID 2315, 2010; in the data active means inhibition mostly above about 28%, no sharp cut-off; inactive means mostly below about 43%; further: 0% is about no effect
The depositor's hits bear a star; i = inactive; ? = inconclusive; / = no result given; & = joins results of further samples; [ ] = another dose, or the depositor's remark. Unless noted, the call rests on the fitted dose curve; in most records, active means well fitted curve in the direction sought with a large enough effect; inconclusive means small, poorly fitted or top-dose-only effect, or another doubt; inactive means no such curve, though single readings can be large; an effect the other way counts as inactive or inconclusive.

SMILES | Pf growth 48h | Cycloheximide cs | Pf growth 96h | AMA1 RON2 block | LmPK inh | Tb PYK inh | Shiga toxin inh
CCCCCCCCN=C1NC(=O)CS1 | 0% | -1 | 34%[activator] | -3% | -2% | -13% | -5
Cc1ccc(S(=O)(=O)N(C)C)cc1NC(=O)COC(=O)c1ccc2c(=O)n3c(nc2c1)CCC3 | ? | / | 2% | 24% | / | -2% | /
O=C(NC(Cc1cnc[nH]1)C(=O)O)c1ccccc1 (centres undefined) | 5% | -2 | ? | 6% | -3% | 8% | 2
Cc1cccc2sc(N(CCCN(C)C)C(=O)c3ccc(Cl)s3)nc12 | ? | 1 | ? | -8% | -2%[11.5 µM] | 4%&4% | 32
COc1ccccc1N1CCN(CC(=O)Nc2ccnn2C2CCCC2)CC1 | ? | / | -17% | 35%[activator] | / | 3% | /
CCOc1ccc(CN2CCN(Cc3ccon3)CC2CCO)cc1 (centres undefined) | 10% | -3 | ? | -11% | -5% | -4% | -5
Cn1c(O)c(N=NC(=O)c2ccccc2O)c2ccccc21 | -1% | 37* | -2% | 24% | -22% | ? | 62*
Cc1cc(C)c2c(CC(=O)NNC(=O)c3ccccc3)coc2c1 | 6% | -1 | -17% | 107%[activator] | -7% | -15% | -4
CCn1c(SCc2ccc([N+](=O)[O-])cc2)nnc1C(C)NC(=O)c1ccccc1Br (centres undefined) | -22% | 1 | ? | 8% | -3% | -4% | 13
Cc1cc(/C(N)=N/OC(=O)c2ccccc2Cl)no1 | 199%[activator] | 21* | i | 6% | 22µM* | ? | 38*
Cc1ccc(CCNC(=O)CCSCc2ccc(Cl)cc2)cc1 | 6% | -1 | ? | -1% | 2% | 1%&-2% | 5
O=C(NCCCN1CCOCC1)c1cc(Cl)ccc1Cl | 2% | -2 | -10% | -1% | 2% | 4% | 0
O=C(CN1C(=O)c2ccccc2S1(=O)=O)NCCSc1ccccc1 | 29% | -4 | -30% | 22% | -8% | -8% | -5
CCc1cccc(CC)c1NC(=O)COC(=O)C1(c2ccc(Cl)cc2)CCCC1 | ? | 1 | ? | 10% | 0% | 1% | -9
CC(O)CNc1nc2sc3c(c2c(=O)n1Cc1ccco1)CCCCC3 (centres undefined) | ? | 25* | -4% | -14% | 1% | -1% | 36*
Cc1nn(-c2nnc(C)c(=O)[nH]2)c(C)c1SCC(=O)Nc1ccc(C(C)C)cc1 | -1% | 3 | / | 6% | 3% | 10% | -2
COc1ccc(O)c(CN2CCCC(C(=O)c3sccc3C)C2)c1 (centres undefined) | ? | 11 | ? | ? | 7% | -3% | -3
O=C(c1cc(F)ccc1F)C1CCCN(Cc2ccc3nonc3c2)C1 (centres undefined) | 2% | -3 | 16% | 0% | 1% | 1% | -7
COc1ccc(-n2c(Cc3cccn3C)nnc2SCC(=O)Nc2ccc(C(C)=O)cc2)cc1 | / | -2 | 0.47µM* | 6% | -2% | 2% | -4
COc1cc(/C=N/Nc2nc3c(c(=O)n(C)c(=O)n3C)n2Cc2ccccc2)ccc1OC(=O)c1ccco1 | 10µM* | -7 | 9.3µM* | 13% | 2% | 4% | -4
O=C(c1cnc2ccccc2n1)N1CCN(c2ccc(C(F)(F)F)cn2)CC1 | 17% | -2 | 33%[activator] | -6% | -5% | -5% | 14
Cc1nc(SCC(=O)NCc2ccco2)[nH]c(=O)c1C | 5% | -3 | 35%[activator] | 24% | 2% | 2% | -27
CC(C)(C)NC(=O)c1ccc2c(c1)N(CC(=O)NC1CCCC1)C(=O)C(C)(C)O2 | ? | 3 | 2% | -14% | 2% | -4% | 2
CCCCNC(=O)c1ccc(S(=O)(=O)c2ccc(Cl)cc2)c(NC(C)=O)c1 | -4% | -3 | / | 4% | -1% | 4% | -8
CC12CCC(C(=O)n3c1nc1ccccc13)C2(C)C (centres undefined) | 12% | -2 | ? | 23% | -4% | 5% | -11
Next records.
SMILES | Pf growth 48h | Cycloheximide cs | Pf growth 96h | AMA1 RON2 block | LmPK inh | Tb PYK inh | Shiga toxin inh
O=C(CS(=O)(=O)c1ccc(F)cc1)Nc1nnc(-c2ccccc2Cl)o1 | 2% | / | 0% | 35%[activator] | / | 0% | /
CC1(OC(=O)C2CCCC2)C(=O)C=C2C=C(c3ccsc3)N(C3CC3)C=C2C1=O (centres undefined) | ? | -2 | ? | -4% | -4%[11.5 µM] | -7% | 4
CCC(C)NC(=O)C1=C(C)C(=O)OC12CCC(C)CC2 (centres undefined) | 1% | -4 | -7% | 6% | -1% | -4% | -5
COc1cc(-c2noc(C)c2/C=C/c2cccc([N+](=O)[O-])c2)cc(OC)c1OC | ? | 6 | ? | -21% | -2% | -8% | -7
O=C1/C(=C/c2ccccc2)CCCc2ccccc21 | 7% | 63* | 26% | -4% | ? | -6% | 96*
FC(F)(F)c1cccc(NC(=S)Nc2ccc(Cl)cc2Cl)c1 | ? | -4 | ? | 14% | 2% | -12% | -8
COc1ccc(C(=O)N2CCN(c3ccc(C)c(C)c3)CC2)cc1OC | / | -3 | -5% | -17% | 2% | -11% | 6
CC(=O)Oc1ccc(-c2nc3c(C)cccc3c(=O)o2)cc1 | -8% | -4 | ? | -12% | 7% | 5% | /
CCC1CO/C(=C(\C(Cl)=C(Cl)Cl)[N+](=O)[O-])N1 (centres undefined) | 3% | 10 | -24% | -11% | 3% | -1% | 47
NC(=O)c1ccsc1NC(=O)COC(=O)c1cc(=O)[nH]c2ccccc12 | 34%[activator] | / | 0% | 0% | / | -4% | /
COc1ccccc1C(=O)NC(CCSC)C(=O)OC(C)C(=O)NC1CC1 (centres undefined) | -18% | / | 8% | -3% | / | 2% | /
CCOC(=O)c1cccc(C(=O)Nc2nc3ccc(OC)cc3s2)n1 | 367%[activator] | 21 | 331%[activator] | 74%[activator] | 1% | 1% | 39*
O=C(CCS(=O)(=O)c1ccc(F)cc1)Nc1nnc(-c2ccc(F)cc2)o1 | -2% | / | ? | 83%[activator] | / | 4% | /
CCn1ncc([N+](=O)[O-])c1C(=O)NC1CCCCC1 | 21% | 9 | 47%[activator] | 13% | 2% | -1% | 21
COc1cccc(CNCCc2c[nH]c3ccccc23)c1OCc1ccc(F)cc1 | ? | -4 | / | -24% | 2% | -4% | -24
COc1ccccc1N1C(=O)S/C(=C\c2ccc(C)s2)C1=O | 30% | 22* | -27% | 6% | 1% | -4% | 28*
Cc1ccc(-n2ncc3c(NCCCn4ccnc4)ncnc32)c(C)c1 | -16% | -2 | -19% | -8% | -2% | 5% | -2
CC(OC(=O)CCCC(=O)Nc1ccccc1)C(=O)c1ccccc1 (centres undefined) | 12% | -10 | 24% | ? | -7% | 0% | 2
O=C(CN1C(=O)C(=O)N(C2CCCC2)C1=O)Nc1ccc(Cl)cc1C(F)(F)F | -19% | / | 9% | -11% | / | 1% | /
Cc1c(OC(C(=O)O)c2ccccc2)ccc2c(-c3ccccc3)cc(=O)oc12 (centres undefined) | ? | -2 | -13% | 4% | 3% | 3% | -13
O=C(N/N=C\CCc1ccccc1)c1ccco1 | -22% | 38* | ? | 57%[activator] | 2% | -9% | 50*
O=C(CN1CCN(C(=O)c2c(F)cccc2F)CC1)Nc1ccccc1F | -13% | -2 | 30%[activator] | 8% | 1% | -6% | -6
COc1cc(/C=C/[N+](=O)[O-])ccc1OC(=O)c1cc2ccccc2oc1=O | ? | 1 | 12% | 33%[activator] | -1% | -24% | 5
Cc1ccc(S(=O)(=O)NC(C)(C)CN2CCNCC2)cc1 | ? | -3 | -8% | -4% | 2% | -2% | 4
Cc1ccn(CCC(=O)NC2CCCc3c2cnn3-c2cccc(C)c2C)n1 (centres undefined) | 0% | -3 | 3% | -5% | 5% | 2% | -10
COCc1cc(C)nc(SCC[N+](C)(C)CC(=O)Nc2cccc(C)c2)c1C#N | ? | -3 | 75%[activator] | -3% | 10% | -8% | -3
CC1CCN(C(=O)CC(NC(=O)c2ccccc2Cl)c2ccccc2)CC1 (centres undefined) | 3% | -1 | ? | 8% | 4% | 1% | -16

A portion from the list above, for reference:
SMILES | Pf growth 48h | Cycloheximide cs | Pf growth 96h | AMA1 RON2 block | LmPK inh | Tb PYK inh | Shiga toxin inh
COc1ccccc1N1C(=O)S/C(=C\c2ccc(C)s2)C1=O | 30% | 22* | -27% | 6% | 1% | -4% | 28*
Cc1ccc(-n2ncc3c(NCCCn4ccnc4)ncnc32)c(C)c1 | -16% | -2 | -19% | -8% | -2% | 5% | -2
CC(OC(=O)CCCC(=O)Nc1ccccc1)C(=O)c1ccccc1 (centres undefined) | 12% | -10 | 24% | ? | -7% | 0% | 2
O=C(CN1C(=O)C(=O)N(C2CCCC2)C1=O)Nc1ccc(Cl)cc1C(F)(F)F | -19% | / | 9% | -11% | / | 1% | /
Cc1c(OC(C(=O)O)c2ccccc2)ccc2c(-c3ccccc3)cc(=O)oc12 (centres undefined) | ? | -2 | -13% | 4% | 3% | 3% | -13
O=C(N/N=C\CCc1ccccc1)c1ccco1 | -22% | 38* | ? | 57%[activator] | 2% | -9% | 50*
O=C(CN1CCN(C(=O)c2c(F)cccc2F)CC1)Nc1ccccc1F | -13% | -2 | 30%[activator] | 8% | 1% | -6% | -6
COc1cc(/C=C/[N+](=O)[O-])ccc1OC(=O)c1cc2ccccc2oc1=O | ? | 1 | 12% | 33%[activator] | -1% | -24% | 5
Cc1ccc(S(=O)(=O)NC(C)(C)CN2CCNCC2)cc1 | ? | -3 | -8% | -4% | 2% | -2% | 4
Cc1ccn(CCC(=O)NC2CCCc3c2cnn3-c2cccc(C)c2C)n1 (centres undefined) | 0% | -3 | 3% | -5% | 5% | 2% | -10
COCc1cc(C)nc(SCC[N+](C)(C)CC(=O)Nc2cccc(C)c2)c1C#N | ? | -3 | 75%[activator] | -3% | 10% | -8% | -3
CC1CCN(C(=O)CC(NC(=O)c2ccccc2Cl)c2ccccc2)CC1 (centres undefined) | 3% | -1 | ? | 8% | 4% | 1% | -16

This is a random part of the collection (roughly 21% active in at least one column).
